Source: PubChem BioAssay
BaF3 tox – reduces parental Ba/F3 cell viability, JAK2V617F counter-screen | AID 1486 | CellTiter-Glo ATP luminescence | inhibition, % at 5.6 µM | 1.1% of 220,000 active;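 active means inhibition above a per-campaign cutoff, the mean inhibition of all tested compounds plus 3 SD, cut at about 27% in these data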;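 further: 0% = DMSO wells and 100% = JAK Inhibitor I control wells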
Furin inhibitor – human furin inhibition; 0.061% of 220,000 active; AID 463115; inhibition, % at 30 µM; P09958; purified furin, fluorogenic substrate cleavage; in the data active means inhibition above about 25%; further: inactives centre near -15
RBBP9 inh – blocks human serine hydrolase RBBP9; O75884; recombinant RBBP9, FP-Rh probe fluorescence polarization; inhibition, % at 7.94 µM; 0.2% of 220,000 active;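 active means inhibition above the campaign mean of all tested compounds plus 3 SD, cut at about 14% in these data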;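 further: plate controls were DMSO wells with RBBP9 for no effect and wells lacking RBBP9 protein for full effect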
Target sequence (O75884 whole entry, looked up): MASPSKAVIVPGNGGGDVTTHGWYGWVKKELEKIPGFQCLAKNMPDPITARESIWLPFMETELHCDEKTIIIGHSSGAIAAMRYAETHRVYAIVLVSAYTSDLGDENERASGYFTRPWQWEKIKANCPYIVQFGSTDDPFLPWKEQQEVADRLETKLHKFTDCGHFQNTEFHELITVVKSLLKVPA
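Test system – recombinant human RBBP9 · Input – RBBP9 2.5 µM in dispensing solution, pre-mixing · Medium – Tris buffer pH 8.0, NaCl, Pluronic · Schedule – preincubation 30 min plus labeling 45 min at 25 °C · Measured by – fluorescence polarization · Measure – % inhibition · Controls – DMSO and no-protein wells · Replicates – one well per compound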
NCF1 inh – p47phox (human) inhibition. P14598. p47phox/p22phox peptide binding, fluorescence polarization, 2 h. inhibition, % at 24.7 µM. 0.53% of 220,000 active. AID 1274;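 active means inhibition above about 30%, limit read from the data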;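 further: 0% = p47phox with labelled peptide and 100% = labelled peptide alone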
Target sequence (P14598 whole entry, looked up): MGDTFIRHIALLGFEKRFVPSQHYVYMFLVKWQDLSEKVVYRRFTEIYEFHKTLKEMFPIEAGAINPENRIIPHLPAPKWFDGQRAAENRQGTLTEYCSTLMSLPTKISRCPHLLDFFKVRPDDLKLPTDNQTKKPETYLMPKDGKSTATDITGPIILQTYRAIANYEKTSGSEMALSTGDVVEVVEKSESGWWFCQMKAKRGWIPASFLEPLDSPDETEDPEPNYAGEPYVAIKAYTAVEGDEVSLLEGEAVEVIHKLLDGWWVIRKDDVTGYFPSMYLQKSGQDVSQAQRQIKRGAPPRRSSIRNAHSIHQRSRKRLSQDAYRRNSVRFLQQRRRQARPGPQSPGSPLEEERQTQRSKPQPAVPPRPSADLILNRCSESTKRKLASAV
EP2 antag – EP2 receptor (human) inhibition. P43116. C6 glioma cells expressing human EP2, cAMP TR-FRET; cells stimulated with saturating PGE2. inhibition, % at 25 µM. 0.52% of 260,000 active;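 active means percent inhibition above 40 after rounding to a whole number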;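 further: rat C6 glioma host cells with rolipram phosphodiesterase inhibitor present; the protocol text gives 20 µM as final concentration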
Target sequence (P43116 whole entry, looked up): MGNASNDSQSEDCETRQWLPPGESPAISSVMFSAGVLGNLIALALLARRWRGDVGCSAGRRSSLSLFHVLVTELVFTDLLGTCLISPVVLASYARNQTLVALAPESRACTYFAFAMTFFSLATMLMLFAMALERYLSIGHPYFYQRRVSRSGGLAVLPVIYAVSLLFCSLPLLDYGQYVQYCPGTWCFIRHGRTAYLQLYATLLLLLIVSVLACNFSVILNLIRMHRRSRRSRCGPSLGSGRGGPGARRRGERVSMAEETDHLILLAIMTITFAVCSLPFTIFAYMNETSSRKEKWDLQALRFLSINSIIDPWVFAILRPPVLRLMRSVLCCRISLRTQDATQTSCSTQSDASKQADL
Ba/F3 V617F tox – lowers viability of Ba/F3 cells expressing EpoR and JAK2V617F | inhibition, % at 5.6 µM | 1.1% of 220,000 active | ATP luminescence;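 active means inhibition above the campaign mean plus 3 SD over all tested compounds, cut at about 24% in these data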;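 further: cytokine-independent growth of Ba/F3 cells driven by EpoR plus mutant JAK2; 0% = DMSO-treated cells and 100% = JAK inhibitor I control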
p97 inhibitor – blocks human p97 ATPase activity. recombinant p97 ATPase, Kinase-Glo ATP luminescence, 3 h. AID 1481. 0.42% of 220,000 active. inhibition, % at 8 µM; in the data active means inhibition above about 15%;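 further: 0% = DMSO vehicle and 100% = wells lacking enzyme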
PPC-1+TRAIL kill – compounds killing PPC-1 cancer cells with TRAIL present (potentiator screen, no TRAIL-free arm). PPC-1 cells + TRAIL, ATPLite viability luminescence. cell killing (% activity), % at 4 µM. 0.41% of 220,000 active;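 active means cell killing above 50% in the first pass at 4 µM, then a duplicate retest at 5 µM averaging 50% or more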;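 further: plate controls were cells with TRAIL plus DMSO for no effect and medium-only wells lacking cells for full effect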
Tb hexokinase – blocks Trypanosoma brucei hexokinase 1 activity | recombinant TbHK1, G6PDH-coupled NADH A340 | inhibition, % at 10 µM | AID 1430 | 0.11% of 220,000 active;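 active means inhibition of 50% or more in the single-dose primary screen; inactive means inhibition below 50%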
Numbers without * were called inactive; . = not tested or not shown; & = joins results of further samples; [ ] = another dose, or the depositor's remark. This is a subset; the hit share may differ from the screen's.

SMILES	BaF3 tox	Furin inhibitor	RBBP9 inh	NCF1 inh	EP2 antag	Ba/F3 V617F tox	p97 inhibitor	PPC-1+TRAIL kill	Tb hexokinase
COc1ccc(NS(=O)(=O)c2cccc(NC(=O)CCS(=O)(=O)c3ccccc3)c2)cc1	5	-29	-5	-19	12	-2	1	-14	22
O=C(CSc1ncn(-c2ccccc2)n1)Nc1nccs1	4	-25[20 µM]	-8	-8	8	0	6	-28	-1
CCC(C)c1ccc(OCCN2CCCC2)cc1 (stereo unspecified)	1	-15[20 µM]	6	-6	23	-2	-1	20	-2
C/C(CC(=O)Nc1cccc(F)c1)=N\NC(=O)C(=O)NC1CCCCC1	8	-16	-6	-5	5	2	2	-1	3
Cc1ccc(C)c(Sc2ccc(NC(=O)CCl)cc2)c1	4	-3	-3	-6	8	50*	3	0	34
c1ccc(-c2cn3c(n2)CCc2ccc4cccnc4c2-3)cc1	2	-8[20 µM]	-8	-23	7	1	-8	1	-11
COc1cc(OC)cc(-n2nnnc2SCC(=O)NC2CCCC2)c1	2	-18[20 µM]	-3	-2	-14	-1	-1	6	12
CC(=O)Nc1ccc(C2=NN(Cc3nnc(-c4ccccc4)o3)C(=O)SC2)cc1	6	-17	-6	-5	7	-1	3	2	-3
CCCN1CCC(NC(=O)Nc2ccccc2C(=O)OC)CC1	4	-20[20 µM]	1	-10	7	1	6	-27	-4
CCCNC(=S)N1CCN(Cc2ccc3c(c2)OCO3)CC1	0	-2	-6	-2	11	0	0	8	5
CN1CCS/C1=C\C=C1/SC(=S)N(CC(=O)O)C1=O	17	13	0	-73	4	2	4	0	4
COc1ccccc1OCCC(=O)OCC(=O)NCc1ccccc1	7	-6	-3	0	5	3	-1	-4	2
CC(C)(C)n1nnnc1C(c1cccnc1)N(Cc1ccccc1)Cc1cccs1 (stereo unspecified)	3	-25[20 µM]	-6	-2	15	0	-4	8	2
COc1ccc(C2(C(=O)NC(C)C)CCCC2)cc1OC	6	0[20 µM]	-1	-8	12	4	-2	9	0
COc1cc2c(C(=O)NCc3ccc(C)o3)cn(CC(C)C)c(=O)c2cc1OC	1	-31	-1	-4	14	2	0	2	-6
CCCOC(=O)C1C2C=CC3(CN(c4ccc(Cl)c(F)c4)C(=O)C13)O2 (stereo unspecified)	2	-23	-7	-13	6	1	-3	27	-8
Cc1ccc(SCC(=O)NC2CCS(=O)(=O)C2)cc1 (stereo unspecified)	2	-34	-5	-3	8	-1	-1	4	-3
CCS(=O)(=O)N1Cc2ccccc2CC1C(=O)N1CCN(c2cccc(C)c2C)CC1 (stereo unspecified)	8	-24	-14	-6	4	1	-4	24	2
NS(=O)(=O)c1ccc(CCNC(=O)c2ccccc2F)cc1	0	-28	7	-5	15	-4	5	13	3
Cc1ccc(NC(=O)NCc2ccccn2)cc1	4	-12	-8	-5	7	0	1	8	-5
CN(C(=O)c1ccc(=O)[nH]c1)C1(C(=O)NC2CCCCC2)CCCCC1	0	-23	-5	0	12	-1	-1	0	-2
CCc1nnc(NS(=O)(=O)c2ccc(NC(=S)NC(=O)c3ccc(OC)c(OC)c3)cc2)s1	5	-16	-12	-20	8	-1	3	0	-3
COc1ccc(NC(=O)C(=O)N2N=C3CCCCC3C2(O)C(F)(F)F)cc1 (stereo unspecified)	10	-24	-7	0	10	-2	3	19	2
Cn1ccnc1SCC(=O)NC12CC3CC(CC(C3)C1)C2	0	-24	-4	-9	0	-4	3	24	6
O=c1c(/C=C(\O)c2ccc(F)cc2)nc2ccccc2n1-c1ccccc1	7	-13[20 µM]	2	-103	11	0	-1	21	-17
SMILES	BaF3 tox	Furin inhibitor	RBBP9 inh	NCF1 inh	EP2 antag	Ba/F3 V617F tox	p97 inhibitor	PPC-1+TRAIL kill	Tb hexokinase
O=C(NCCNC(=O)C(c1ccccc1)c1ccccc1)c1ccco1	0	-2	-4	-1	13	1	4	9	-10
COc1ccc(-n2cc(CNC3CCN(C)CC3)c(-c3cccc(F)c3)n2)cc1	5	-29	-4	0	4	10	0	33	-5
CC(=O)Nc1ccc2c(c1)ncn2-c1ccc(C)cc1	7	-36	-5	7	6	0	1	15	4
COc1ccc(C(=O)NC2CC3CCCC(C2)N3CC(C)C)cc1OC (stereo unspecified)	0	-13	0	-14	12	-2	1	-8	2
COc1ccc2c(c1)c1c3n2CCN(C)C3=NCC1	4	-3	-4	1	17	-2	3	-8	-15
COC(=O)CSc1nc(C)c2ccc(OC)cc2n1	-2	-20[20 µM]	-5	8	10	-5	-1	6	-10
Cc1nnc(SCC(=O)NNC(=O)c2ccco2)n1-c1cccc(Cl)c1	2	-9	-14	1	3	3	-4	20	6
NC1=NC[C@H](c2ccccc2)N1CCCCC1CCCCC1	.	-33	.	-14	13	.	.	13	5
COc1ccc(S(=O)(=O)N=Nc2c(O)[nH]c3ccccc23)cc1	2	-32	-4	0	10	-3	1	14	-2
Cc1cc(=O)[nH]c(SCc2cn3ccccc3n2)n1	5	-21	-10	-5	5	-2	-2	-2	-2
c1ccc(SCc2nc(-c3cccnc3)no2)cc1	5	-17[20 µM]	3	-8	12	4	-2	10	-4
COc1ccc(C(=O)NCC(=O)NCC(=O)OCC(=O)C(C)(C)C)cc1	3	-11	-11	2	10	0	0	14	-2
O=C(Nc1ccc(C(=O)O)cc1)/C(=C\c1ccco1)NC(=O)c1ccccc1	8	-1	-6	-8	9	0	3	23	-47
O=C(Cc1cc(=O)[nH][nH]1)N/N=C/C(Cl)=C/c1ccccc1	1&0	-5&-8[20 µM]	-7&-9	-16&-1	7&12	-2&3	-2&-7	3&13	-9&-2
COc1ccc(C(=O)Nc2c(N)nc(SCC(=O)N3CCCCCC3)[nH]c2=O)cc1OC	8	-25	-1	-10	11	0	3	12	-2
O=C(CN1CCN(c2ccccc2)CC1)c1ccc2cc[nH]c2c1	6	-21	-7	-2	10	0	3	-5	-11
CCN(CC)C(=O)COC(=O)c1cc(-c2ccco2)nc2ccccc12	5	-24	-6	46*	8	-1	3	1	-9
CCOC(=O)c1ccc(N=CC2=C(O)CC(C)(C)CC2=O)cc1	7	12	-7	-3	13	0	5	8	-20
O=C(COC(=O)c1ccccc1N1C(=O)C2C3CCC(C3)C2C1=O)c1ccccc1 (stereo unspecified)	6	-19	-2	2	7	-1	-4	-12	-3
C=CCNC(=O)C1CCN(S(C)(=O)=O)CC1	4	-23	-2	-5	5	-2	5	-6	4
CC(=O)c1c(C)[nH]c(C(=O)CSc2nc3ccccc3n2C)c1C	9	-7[20 µM]	-2	-13	10	5	3	-7	-9
CC1=C(C(=O)OCC2CCCO2)C(c2ccccc2Cl)NC(=O)N1 (stereo unspecified)	1	-21[20 µM]	1	7	18	-4	4	9	5
CCc1ccc(OCC(=O)NC(=S)Nc2ccc(C(=O)O)cc2)cc1	-3	-6	1	-10	15	5	-5	9	-1
CCCCCOC(=O)c1cc(=O)[nH]c2ccccc12	0	-23	0	3	8	-4	2	-22	1
Cn1ncc2c(NNC(=O)Cc3cccc4ccccc34)ncnc21	6	-7	10	-5	7	-1	4	24	33

Of the compounds above, three contain a COOH group.
SMILES	BaF3 tox	Furin inhibitor	RBBP9 inh	NCF1 inh	EP2 antag	Ba/F3 V617F tox	p97 inhibitor	PPC-1+TRAIL kill	Tb hexokinase
CN1CCS/C1=C\C=C1/SC(=S)N(CC(=O)O)C1=O	17	13	0	-73	4	2	4	0	4
O=C(Nc1ccc(C(=O)O)cc1)/C(=C\c1ccco1)NC(=O)c1ccccc1	8	-1	-6	-8	9	0	3	23	-47
CCc1ccc(OCC(=O)NC(=S)Nc2ccc(C(=O)O)cc2)cc1	-3	-6	1	-10	15	5	-5	9	-1

(list continues)
SMILES	BaF3 tox	Furin inhibitor	RBBP9 inh	NCF1 inh	EP2 antag	Ba/F3 V617F tox	p97 inhibitor	PPC-1+TRAIL kill	Tb hexokinase
Cc1ccc(C=Nc2ccccc2C#N)s1	4	-7	-6	10	6	-1	-1	24	-7
O=C(COC(=O)Cn1cnc2ccccc21)Nc1ccc2c(c1)C(=O)c1ccccc1C2=O	14	-6	-7	-5	11	5	2	12	3
CCN(CC)S(=O)(=O)c1ccc2nc(NC(=O)c3cccs3)sc2c1	2	-23[20 µM]	-2	-90	24	-3	3	7	-1
COc1cc(CNC2CCCC2)cc(Cl)c1OCc1ccc(F)cc1	8	-23[20 µM]	-3	-2	10	2	0	13	6
O=C1OC(NCc2cccnc2)(c2ccc(Cl)cc2)c2ccccc21 (stereo unspecified)	1	-29	8	2	9	-3	5	5	3
CC1CCN(S(=O)(=O)Cc2ccccc2Cl)CC1	4	-8	6	-7	13	1	4	8	3
COc1ccc(-c2nc(C)ncc2-c2csc(C)n2)c(O)c1	5	-24[20 µM]	2	-8	6	-2	1	17	-15
CCC(C)Sc1nnc(Cc2cc(=O)[nH]c(=O)[nH]2)n1-c1ccc(OC)cc1 (stereo unspecified)	5	-22	-5	-13	15	-3	3	-4	-6
O=C(CCc1ccccc1)Nc1cc(C(F)(F)F)ccc1Cl	-1	-20[20 µM]	-8	-15	5	-2	5	14	0
CC(NC(=O)c1cc2cc([N+](=O)[O-])ccc2oc1=O)C1CCCO1 (stereo unspecified)	5	-25	0	-10	7	2	3	8	-16
CO/N=C/C(=N\Nc1ccc(OC)cc1)C(=O)c1ccc(F)cc1	3	-28	-6	2	7	2	5	1	0
CCCCNc1nc2c(c(=O)[nH]c(=O)n2C)n1CCOc1ccccc1	4	-14	4	4	10	-4	2	14	1
CC(C)CNC(=O)NC(=O)CSc1nc2ccccc2n1CC(C)C	1	-2[20 µM]	-10	-9	7	0	-5	-9	-5
CCN(CC)S(=O)(=O)c1cc(NS(=O)(=O)c2ccc(Cl)c(C(=O)O)c2)ccc1C	1	-8	6	-4	1	-3	5	2	-17
O=C(Nc1cccnc1)c1ccccc1-c1ccccc1	5	-25	6	-6	2	-2	8	.	1
Cc1ccccc1-c1nnnn1C1CCS(=O)(=O)C1 (stereo unspecified)	6	-25	1	-6	3	1	2	19	0
CC1CN(C)C(C)C/C1=N\Oc1ccc([N+](=O)[O-])cc1 (stereo unspecified)	1	4	-12	2	8	5	-10	16	-13
Oc1ccc(/C=N/N2CCN(C3c4ccccc4-c4ccccc43)CC2)cc1	-3	-19	0	0	14	0	-4	14	6
Cc1cccc(/C(N)=N/OC(=O)CCCN2C(=O)c3ccccc3C2=O)c1	7	-14	-4	6	0	2	-8	11	-1
COC(=O)C1=C(Nc2ccccc2NC(=O)CCCC(=O)O)CSC1	-2	-5	3	-6	6	2	7	-2	-10
Cc1cc2ccccn2c1C(=O)c1ccc(Cl)c([N+](=O)[O-])c1	0	-17	-1	3	3	5	-5	2	3
COc1cccc(N2CCN(C3CC(=O)N(c4ccc(C)c(Cl)c4)C3=O)CC2)c1 (stereo unspecified)	4	-21	-5	-9	1	1	-1	-3	0
CCOc1cc2c(C)cc(=O)oc2cc1Cl	2	-27	-6	-12	8	-1	5	19	-1
CCCCCCc1cc2cc(C(=O)NCc3ccccc3)c(=N)oc2cc1O	1	-18[20 µM]	5	-46	9	1	-6	14	5
Cc1ccc(OCC(=O)Nc2ccc(N3CCOCC3)cc2)c([N+](=O)[O-])n1	8	-3	-4	-9	2	-1	2	12	-10
O=C(NCCCl)Nc1ccc(Cl)c([N+](=O)[O-])c1	4	-21	-2	-20	7	1	6	-33	3

NCF1 inh, hit marks shown above.
compound	Furin inhibitor	RBBP9 inh	NCF1 inh	p97 inhibitor	Tb hexokinase
CCN(CC)C(=O)COC(=O)c1cc(-c2ccco2)nc2ccccc12	-24	-6	46*	3	-9
